D2 antagonist = antagonists of human D2 dopamine receptor; P14416; HEK293 TREx D2 cells, calcium flux, dopamine EC80; inhibition, % at 10 µM; 340,000 tested, 2% active; AID 485344; in the data active = inhibition above about 30%; note: 0% is about no effect
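Dopamine at EC80 is the agonist stimulus; test compounds precede it by 180 s. Calcium flux read kinetically in a force-coupled, inducible HEK293 T-REx D2 cell line.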
D1 agonist = activates the human D1 dopamine receptor; P21728; HEK293 T-REx D1 cells, calcium flux, agonist mode; activation, % at 2 µM; 360,000 tested, 1% active; in the data active = activation above about 30%; note: 0% is about no effect
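Tetracycline-induced HEK293 TREx D1 cells, force-coupled to calcium signalling, were dye-loaded with a no-wash calcium kit. Compound was pin-added after a 10 s baseline. Fluorescence was read kinetically at 1 cycle/s for 180 s, with calcium rises flagged as agonism.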
D2 ag = activates the human D2 dopamine receptor | P14416 | activation, % at 2 µM | 340,000 tested, 0.53% active | HEK293 T-REx D2 cells, calcium flux agonist mode;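 active = activation over 3 SD above normal in the single-dose calcium agonist read, cut at about 30% in these data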; note: 0% is about no effect
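Tetracycline-induced HEK293 Trex cells with D2 receptor force-coupled to calcium signaling, plated overnight at 30 C and loaded with no-wash calcium dye. Calcium flux read kinetically for 180 s after compound addition; responses flag agonists.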
TRHR PAM = allosteric enhancers of human TRH receptor; P34981; TRHR cells, fluo-8 calcium fluorescence, EC20 TRH enhancement; enhancement, % at 2 µM; 360,000 tested, 0.66% active; AID 493056; in the data active = enhancement above about 30%; note: 0% is about no effect
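TRHR-expressing cells loaded with fluo-8 calcium dye were read kinetically (ex 480/em 530) during compound addition, then stimulated with an EC20 of TRH (10 nM final). Enhancement of the Gq-mediated intracellular calcium response was scored.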
D1 PAM = enhances dopamine response at the human D1 receptor. potentiation, % at 10 µM. 360,000 tested, 0.036% active. HEK293 TREx D1 cells, calcium flux, dopamine EC20 potentiation. P21728; in the data active = potentiation above about 30%; note: 0% is about no effect
RXFP1 antag = blocks the human relaxin receptor RXFP1; Q9HBX9; HEK293-RXFP1, relaxin-stimulated cAMP HTRF, 30 min; hits give low values; activity change, negative = inhibition, % at 57.5 µM; 350,000 tested, 0.59% active; AID 1259400;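 active = activity change of -60% or lower, but not beyond a set lower limit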; note: % is set by controls: 0 for no effect and ±100 for the full control effect
Target sequence (Q9HBX9 whole entry, looked up): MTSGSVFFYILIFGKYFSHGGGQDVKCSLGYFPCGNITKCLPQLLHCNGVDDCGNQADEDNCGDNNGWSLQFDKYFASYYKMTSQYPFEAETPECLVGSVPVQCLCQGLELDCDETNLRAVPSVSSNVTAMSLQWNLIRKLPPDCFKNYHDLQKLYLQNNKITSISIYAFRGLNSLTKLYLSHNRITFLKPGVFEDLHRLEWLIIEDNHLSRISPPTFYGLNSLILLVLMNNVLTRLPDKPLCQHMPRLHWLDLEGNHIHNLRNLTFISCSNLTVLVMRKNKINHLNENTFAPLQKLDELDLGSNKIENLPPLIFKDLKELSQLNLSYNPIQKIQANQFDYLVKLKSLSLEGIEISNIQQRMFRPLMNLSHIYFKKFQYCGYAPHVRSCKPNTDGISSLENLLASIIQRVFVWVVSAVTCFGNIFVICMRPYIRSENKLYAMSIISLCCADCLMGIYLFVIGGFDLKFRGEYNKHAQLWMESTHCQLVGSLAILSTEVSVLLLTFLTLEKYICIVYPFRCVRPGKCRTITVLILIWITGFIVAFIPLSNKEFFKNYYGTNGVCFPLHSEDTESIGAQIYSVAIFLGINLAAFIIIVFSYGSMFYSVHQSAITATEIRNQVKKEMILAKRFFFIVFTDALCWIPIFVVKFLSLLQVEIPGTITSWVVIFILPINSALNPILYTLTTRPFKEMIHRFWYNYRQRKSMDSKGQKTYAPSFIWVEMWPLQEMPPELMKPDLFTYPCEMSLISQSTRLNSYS
D2 PAM = D2 dopamine receptor (human) potentiation; AID 485347; potentiation, % at 10 µM; 340,000 tested, 0.34% active; P14416; HEK293 T-REx D2, calcium flux, EC20 dopamine potentiation;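 active = potentiation over 3 SD above the plate norm, cut at about 30% in these data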; note: 0% is about no effect
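Cells plated with tetracycline inducer and held overnight at 30 C; calcium dye loaded 30–90 min at room temperature; baseline taken, compound added and read 180 s; EC20 dopamine then added and read 180 s.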
D1 antag = antagonists of human D1 dopamine receptor; P21728; HEK293 TREx D1 cells, calcium flux, dopamine EC80; hits give low values; activity change, negative = inhibition, % at 10 µM; 360,000 tested, 3.2% active; AID 504652; in the data active = activity change below about -30%; note: % is set by controls: 0 for no effect and ±100 for the full control effect
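Kinetic fluorescence of a calcium dye serves as the read-out. D1-expressing Hek293 Trex cells, induced overnight at 30 C, are exposed to compound for 180 s before an EC80 dopamine addition, then read 180 s further.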
RXFP1 agonist = activates the human relaxin receptor RXFP1; Q9HBX9; HEK293T-RXFP1 cAMP TR-FRET, 30 min; response scale: percent of porcine relaxin response, buffer zero; Potency, µM (titrated, usually from 57.5 µM), for inactives: at the top dose activation, usual class: activators; 370,000 tested, 0.3% active; AID 2676; active = well fitted activation curve with a large enough effect; note: potency is the fitted concentration of half-maximal effect; % is set by controls: 0 for no effect and ±100 for the full control effect; nearly all actives have a fitted effect of over 60% in size; many of its hits are not listed in these tables
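cAMP rise read by TR-FRET after 30 min, 37C compound exposure (up to 58 uM) in RXFP1-transfected HEK293 cells with Ro 20174 present. EC50 from Hill-equation fits, with 29 nM porcine relaxin as 100% and buffer as basal.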
* marks the source's active call; other numbers are inactive results; x = no result given.

| SMILES | D2 antagonist | D1 agonist | D2 ag | TRHR PAM | D1 PAM | RXFP1 antag | D2 PAM | D1 antag | RXFP1 agonist |
| --- | --- | --- | --- | --- | --- | --- | --- | --- | --- |
| CN1CCN(NC(=O)Nc2cc(Cl)cc(Cl)c2)CC1 | 5 | 4 | 0.7 | -4 | -9 | 0 | 4 | -4 | -0.8% |
| O=C(CSc1nc2ccccc2s1)N1N=C(c2cccs2)CC1c1ccc(F)cc1 (stereo not drawn) | 12 | 4 | 0.3 | -5 | -8 | -1 | 12 | -13 | 6.2% |
| Cc1c(S(=O)(=O)c2ccccn2)c(N)n(Cc2ccccc2Cl)c1C | -3 | 0 | 0.3 | 2 | -9 | -4 | -1 | -24 | 5.0% |
| COc1ccc(-c2noc(CCC(=O)N3CCN(c4cccc(C(F)(F)F)c4)CC3)n2)cc1 | 2 | 12 | 1.4 | -6 | 6 | -10 | 0 | 1 | 1.3% |
| Cc1ccc(C)c(NC(=O)CN(C)C(=O)COc2ncnc3sccc23)c1 | 2 | 1 | 0.7 | -1 | 3 | 17 | 1 | 25 | -0.5% |
| Cc1cc(=O)c2n(Cc3ccccc3Cl)nc[n+]2[nH]1 | -28 | 1 | -1.0 | 26 | -6 | 12 | 11 | -6 | -0.3% |
| CC1=NN(C(=O)c2ccc(Cn3ccc([N+](=O)[O-])n3)cc2)C(O)(C(F)(F)F)C1 (stereo not drawn) | -15 | 9 | -1.0 | 5 | -2 | -3 | 6 | 5 | 2.3% |
| Cc1nc2ccc(NC(=O)c3cccnc3)cc2s1 | -18 | 2 | 11 | 6 | 0 | -2 | 4 | -7 | 6.8% |
| COc1cc(C(=S)N2CCOCC2)ccc1OS(=O)(=O)c1ccc(C)cc1 | -13 | 14 | 0.6 | -6 | -2 | x | -4 | 25 | -1.1% |
| O=C(NC(CO)C(=O)OCc1ccccc1)OCc1ccccc1 (stereo not drawn) | 16 | 1 | 0.5 | -5 | -6 | -2 | 14 | -6 | -0.7% |
| O=C(O)c1ccc(N/N=C/c2ccc3c(c2)OCO3)cc1 | 23 | 0 | 0.2 | 5 | 0 | -3 | 11 | 21 | -4.6% |
| CC(C)Oc1ccc(CN2CCC(n3nccc3NC(=O)CCc3ccccc3)CC2)cc1 | -3 | -1 | 0.8 | 2 | -1 | -1 | -14 | 16 | 0.9% |

The closing three records of the part above come first, to join the parts.
| SMILES | D2 antagonist | D1 agonist | D2 ag | TRHR PAM | D1 PAM | RXFP1 antag | D2 PAM | D1 antag | RXFP1 agonist |
| --- | --- | --- | --- | --- | --- | --- | --- | --- | --- |
| O=C(NC(CO)C(=O)OCc1ccccc1)OCc1ccccc1 (stereo not drawn) | 16 | 1 | 0.5 | -5 | -6 | -2 | 14 | -6 | -0.7% |
| O=C(O)c1ccc(N/N=C/c2ccc3c(c2)OCO3)cc1 | 23 | 0 | 0.2 | 5 | 0 | -3 | 11 | 21 | -4.6% |
| CC(C)Oc1ccc(CN2CCC(n3nccc3NC(=O)CCc3ccccc3)CC2)cc1 | -3 | -1 | 0.8 | 2 | -1 | -1 | -14 | 16 | 0.9% |
| CC(=O)CSc1ncnc2sc3c(c12)CCCC3 | 6 | 2 | 0.2 | 0 | 3 | 13 | -3 | 7 | 8.9% |
| Cc1cc(C)c2c(N)c(C(=O)Nc3cccc(C)c3C)sc2n1 | 2 | 1 | 0.0 | -8 | 0 | 8 | 1 | -31* | 8.1% |
| COc1ccc(N2CCN(C(=O)c3ccc(CNS(=O)(=O)c4ccc(C)cc4)cc3)CC2)cc1 | 14 | 10 | 0.2 | 3 | -8 | 3 | 8 | -19 | 0.2% |
| CC(=O)N1CCN(c2ccc(NC(=O)c3ccccc3)cc2)CC1 | 22 | 0 | -0.2 | -1 | 11 | 0 | 4 | -12 | -3.6% |
| COc1ccc(C(=O)NC(=S)N(C)C2CCCCC2)cc1Br | -5 | 1 | -0.6 | 2 | 18 | -8 | 12 | -17 | 1.3% |
| C/C(=N/N=C1/NC(=O)CC(C(=O)Nc2ccccc2)S1)c1cccs1 (stereo not drawn) | x | 1 | x | 6 | -1 | 0 | x | -11 | 0.9% |
| O=C(Nc1ccc2c(c1)OCO2)Nc1cnccn1 | 7 | 2 | 0.4 | -3 | 1 | 13 | 0 | -8 | 0.2% |
| COc1cc(C(=O)OCC(=O)Nc2ccc(N3CCOCC3)cc2)ccc1OCC(C)C | 4 | 1 | 0.4 | 7 | -2 | 10 | -1 | 6 | 0.9% |
| CCC1(c2ccc(F)cc2)NC(=O)N(CC(=O)NCc2ccccc2Cl)C1=O (stereo not drawn) | 6 | 3 | 0.5 | -6 | 0 | 1 | 1 | 0 | 1.5% |
| CC(C)OC(=O)c1cc2c(ccn2C)n1CC(=O)N(Cc1ccccc1)c1ccc(F)cc1 | -4 | 1 | 1.1 | 0 | 9 | -2 | 6 | 6 | -0.4% |
| N#Cc1cccc(C(c2nnnn2Cc2ccccc2)N2CCCC2)c1 (stereo not drawn) | 7 | 0 | -1.1 | 0 | 3 | 11 | 2 | 9 | 1.3% |
| COc1cccc(NC(=O)CSc2nc(=O)n(Cc3ccncc3)c3c2CCCC3)c1 | -2 | 2 | -0.2 | -2 | 37* | -5 | 14 | 0 | 0.1% |

The list continues.
SMILES	D2 antagonist	D1 agonist	D2 ag	TRHR PAM	D1 PAM	RXFP1 antag	D2 PAM	D1 antag	RXFP1 agonist
O=C(COc1ccccc1)NCC(=O)NC1=NCCS1	-5	3	0.7	5	0	14	7	-2	-1.0%
C#CCOCCOCCOCCNc1nc(N2CCN(C(=O)[C@H](Cc3ccc(O)cc3)n3cc([C@@H](N)C(C)CC)nn3)CC2)nc(N2CCN(C(=O)[C@H](Cc3cc4ccccc4[nH]3)n3cc([C@@H](N)C(C)CC)nn3)CC2)n1 (stereo partly drawn)	x	0	x	-4	-4	x	x	3	-0.4%
CCCOc1ccc2oc(=O)c3c(c2c1)CCCN3C(=O)CN1CCCC(C(=O)OCC)C1 (stereo not drawn)	-16	2	1.1	-2	-3	-2	11	-16	2.1%
CCN(CC(=O)Nc1ccccc1C(F)(F)F)C(=O)c1ccc2[nH]c3c(c2c1)CC(C)CC3 (stereo not drawn)	21	2	0.0	-3	0	-4	9	17	3.0%
O=P(O)(CCc1ccncc1)CN1CCCCC1	0	1	0.1	-1	5	-7	-11	-2	-0.2%
Cc1ccc(NC(=O)c2sc3nc(CCl)[nH]c(=O)c3c2C)c(C)c1	-4	7	15	-4	6	-5	0	-5	7.5%
COc1ccc(NC(=O)c2c(C)oc3ccc(O)c(CN4CCN(Cc5ccccc5)CC4)c23)cc1	x	2	-0.1	4	0	-20	-14	-11	-0.5%
O=C(NCc1ccc2c(c1)OCO2)c1ccc2c(c1)OCCO2	4	1	1.7	-6	-2	0	7	-8	1.6%
CCOC(=O)c1c(S(=O)(=O)N2CCCC(C(=O)Nc3ccc(C)cc3C)C2)c(C)n(CC)c1C (stereo not drawn)	x	1	x	-3	-2	-9	1	2	2.4%
CS(=O)(=O)c1cccc(C(=O)Nc2ccc(S(=O)(=O)N3CCCCC3)cc2)c1	-32	3	1.2	-2	2	-20	-14	-16	0.3%
C=CCNC(=O)/C(C#N)=C/c1c(N2CC(C)OC(C)C2)nc2ccccn2c1=O (stereo not drawn)	21	1	0.5	4	-7	-2	16	15	10%
CCOC(=O)N1CCc2c(sc3c2c(=O)n(-c2ccccc2C(F)(F)F)c(=O)n3Cc2ccccc2C)C1	x	12	x	1	1	1	2	4	16%
CC(C)n1cnc2c(Nc3ccc(F)c(Cl)c3)nc(NCCO)nc21	-12	1	0.4	2	-7	x	-8	-18	0.9%
CC1CCC2(CC1)NC(=O)N(CC(=O)Nc1cccc(S(=O)(=O)N3CCCC3)c1)C2=O (stereo not drawn)	-24	1	0.2	10	-3	-1	-13	0	-2.4%
Cc1c(NC(=O)c2ccc(Cl)cc2)cc(C(C)C)c(O)c1S(=O)(=O)c1ccccc1	x	-1	-0.1	-7	-3	x	-4	1	-3.1%
Cc1cc(=O)[nH]c(N/N=C/c2ccccc2C(F)(F)F)n1	15	2	1.2	8	-7	-3	-7	-11	1.7%
CCn1c(N)c(C(N)=O)sc1=S	x	1	x	0	-5	-18	x	-12	0.2%
O=C(Nc1ccc2c(c1)oc1ccccc12)C1CC1	3	0	0.4	-4	-7	1	-12	-2	2.2%
O=C(CCCC(=O)OCC(=O)c1cccs1)Nc1ccc(Oc2ccccc2)cc1	-12	19	0.3	13	-8	7	5	-42*	0.9%
C/C(=N\NC(=S)NCc1ccccc1)c1ccccc1F	x	3	x	-6	-5	15	-12	-14	2.8%
O=C(CN(c1ccccn1)S(=O)(=O)c1ccccc1)Nc1ccccc1	-7	3	-0.1	39*	-2	5	-2	-5	0.4%
CCOC(=O)Cc1cnc(NC(=O)CSc2nc(C)cc(C)n2)s1	0	12	1.0	0	-10	-8	11	-5	5.5%
Cc1ccc2cn[nH]c2c1[N+](=O)[O-]	1	2	0.5	3	1	8	-4	-4	-0.3%
Cc1ccc(NC(=O)CN2CCCC2)cc1	-14	2	0.9	7	0	-2	0	3	-0.3%
O=C(Nc1nnc(Cc2ccccc2)s1)C1CCN(C(=O)c2ccco2)CC1	-2	10	5.4	-2	16	7	-10	22	2.7%
C=CCNC(=O)C1CCN(S(=O)(=O)c2ccc3ccccc3c2)CC1	-18	5	-0.4	-1	-5	4	9	3	-1.8%
O=C(Cc1ccc(F)cc1)Nc1ccc(S(=O)(=O)N2CCCC2)cc1	-8	28	-0.8	-13	6	5	-7	1	2.5%
CN1/C(=C\C=C(/C#N)C(=O)Nc2ccc(Cl)cc2)C(C)(C)c2ccccc21	9	81*	40*	8	-5	-10	-20	3	-1.0%
CCCC(C)NC(=O)Cc1ccccc1[N+](=O)[O-] (stereo not drawn)	-7	-2	0.2	-2	-12	-10	-3	1	0.7%
Cc1ccc(C(=O)CNc2cccc([N+](=O)[O-])c2)cc1	2	3	0.4	-1	0	-31	24	-9	0.4%

Retrieved one by one from the entries so far, 4 records:
SMILES	D2 antagonist	D1 agonist	D2 ag	TRHR PAM	D1 PAM	RXFP1 antag	D2 PAM	D1 antag	RXFP1 agonist
CCOC(=O)N1CCc2c(sc3c2c(=O)n(-c2ccccc2C(F)(F)F)c(=O)n3Cc2ccccc2C)C1	x	12	x	1	1	1	2	4	16%
CCN(CC(=O)Nc1ccccc1C(F)(F)F)C(=O)c1ccc2[nH]c3c(c2c1)CC(C)CC3 (stereo not drawn)	21	2	0.0	-3	0	-4	9	17	3.0%
CCCC(C)NC(=O)Cc1ccccc1[N+](=O)[O-] (stereo not drawn)	-7	-2	0.2	-2	-12	-10	-3	1	0.7%
Cc1cc(=O)[nH]c(N/N=C/c2ccccc2C(F)(F)F)n1	15	2	1.2	8	-7	-3	-7	-11	1.7%

A portion of the library; the hit share may differ from the screen's.
